# Screening data deposited in PubChem by several laboratories.
# KCNK3 block = human KCNK3 channel inhibitors, primary screen, CHO cells, FluxOR thallium flux, B-score. FluxOR fluorescence; stronger effect = lower value. Potassium channel subfamily K member 3 (Homo sapiens), O14649. AID 602410, 2012. 0.84% of 340,000 active. B-score at 10 µM;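 active = B-score under library mean minus 4 SD, starting fluorescence ratio at most library mean plus 5 SD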;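 note: more negative B-score means stronger inhibition of thallium flux through KCNK3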
# Target sequence (O14649 whole entry, looked up): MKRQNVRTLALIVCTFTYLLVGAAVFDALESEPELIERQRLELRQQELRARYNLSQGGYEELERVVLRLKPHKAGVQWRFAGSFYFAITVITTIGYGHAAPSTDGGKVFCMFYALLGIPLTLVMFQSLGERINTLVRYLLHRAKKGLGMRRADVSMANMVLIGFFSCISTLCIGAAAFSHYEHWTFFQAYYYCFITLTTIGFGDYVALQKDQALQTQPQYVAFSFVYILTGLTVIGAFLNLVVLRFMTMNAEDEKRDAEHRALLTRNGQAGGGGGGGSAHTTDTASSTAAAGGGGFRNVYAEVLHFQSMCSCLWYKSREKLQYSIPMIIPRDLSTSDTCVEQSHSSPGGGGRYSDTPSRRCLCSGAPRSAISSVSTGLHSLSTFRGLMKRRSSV
# GSK3 alpha inh = blockers of GSK3A enzyme activity – biochemical, luminescence, cell-free homogeneous, HTS, primary screen. 0.1% of 320,000 active. Glycogen synthase kinase-3 alpha (Homo sapiens), P49840. inhibition, % at 10 µM. GSK-3 alpha kinase, ADP-Glo luminescence, 60 min;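 in the data active = inhibition above about 50%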;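 note: GST-tagged GSK-3 alpha with peptide substrate and 25 µM ATP; 0% = DMSO neutral wells and 100% = GW8510 positive control wells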
# hERG protect = hERG rescue from dofetilide block, primary screen, cell-based, CHO-hERG, FluxOR thallium flux, dofetilide IC70. activation (rescue from dofetilide block), less the hit threshold, % at 10 µM. AID 1511, 2009. 0.51% of 310,000 active. dofetilide IC70 present;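 active = activation above the mean of controls blocked by dofetilide plus 5 SD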;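 note: thallium influx through hERG after potassium depolarization seen as dye fluorescence rise; in these data hits start at about 4.7%; inactives centre near -7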
# KCNQ1 pot = potentiators or activators of KCNQ1 channel, primary screen, cell-based, thallium flux, high-throughput; 0.35% of 310,000 active; Potassium voltage-gated channel subfamily KQT member 1 (Homo sapiens), P51787; AID 2648, 2010; CHO-K1 KCNQ1, thallium flux FluxOR fluorescence; stronger effect = higher value; B-score at 10 µM;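 active = fluorescence ratio B-score, a plate-corrected score, at least three library SD, with initial intensity B-score within 5 SD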
#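 Schedule – 37 °C overnight plating, 90-min dark dye load, 20-min compound pretreatment · System – stable KCNQ1 CHO-K1 line · Probe or stimulus – thallium- and potassium-containing depolarizing buffer · Measured by – kinetic FluxOR fluorescence, 10 s baseline plus 110 s post-stimulus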
# RGS4 pot = RGS4 potentiators or activators, primary screen, cell-based, HEK293 M3R inducible RGS4, calcium flux | carbachol calcium flux Fluo4; stronger effect = lower value | B-score at 10 µM | 0.92% of 310,000 active;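 active = B-score of the integrated calcium signal more than 4 SD below the library mean, with starting fluorescence not abnormally high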;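 note: negative B-score means reduced calcium response which marks RGS4 activation or potentiation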
#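 Also added: carbachol at ECmax as muscarinic agonist stimulus; Assay system: HEK293 cells with stable M3R and inducible RGS4; Timing: overnight RGS4 induction, 30 min dye load 37 °C, 20 min compound RT; Measured by: Fluo4-AM (2 µM) calcium-flux fluorescence, kinetic read.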
# Dyrk1A ADPGlo = rat Dyrk1A kinase inhibitors, primary screen, biochemical, single point, plate reader; 0.43% of 310,000 active; inhibition, % at 12.5 µM; AID 504441, 2011; ADP-Glo luminescence, NFATc1 peptide; in the data active = inhibition above about 50%;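 note: plate controls were vehicle with enzyme for no effect and no enzyme for full effect; many of its hits are not listed in these tables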
# KCNQ1 block = inhibitors of human KCNQ1 channel, primary screen, cell-based, thallium flux, high-throughput; Potassium voltage-gated channel subfamily KQT member 1 (Homo sapiens), P51787; CHO-K1 KCNQ1, FluxOR thallium flux fluorescence; stronger effect = higher value; B-score at 10 µM; 1.3% of 310,000 active; AID 2642, 2010;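 active = compounds whose thallium flux B-score, printed positive for inhibition, exceeds three library SD while starting fluorescence stays within three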;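 note: channel opened by potassium depolarization with thallium stimulus after 20 min compound exposure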
# KCNK9 inh = KCNK9 potassium channel inhibitors, primary screen, HEK293 cells, thallium flux; Potassium channel subfamily K member 9 (Homo sapiens), Q9NPC2; FluxOR thallium flux fluorescence; stronger effect = lower value; B-score at 10 µM; 1.2% of 310,000 active; AID 488922, 2010;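 active = ratio B-score over 3 SD below the library mean, with starting fluorescence within 5 SD of its mean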;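 note: negative B-score means less thallium flux so channel inhibition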
# Target sequence (Q9NPC2 whole entry, looked up): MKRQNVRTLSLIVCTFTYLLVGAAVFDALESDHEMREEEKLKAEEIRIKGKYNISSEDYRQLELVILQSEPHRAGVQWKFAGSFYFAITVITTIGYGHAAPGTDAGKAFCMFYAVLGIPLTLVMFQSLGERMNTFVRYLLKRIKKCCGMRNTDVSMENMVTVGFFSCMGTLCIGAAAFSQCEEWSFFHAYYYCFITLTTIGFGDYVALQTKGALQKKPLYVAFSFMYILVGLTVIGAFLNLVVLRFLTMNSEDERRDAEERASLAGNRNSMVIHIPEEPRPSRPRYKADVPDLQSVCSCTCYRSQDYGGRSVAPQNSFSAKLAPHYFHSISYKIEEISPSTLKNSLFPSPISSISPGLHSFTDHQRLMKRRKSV
# RGS4 block = RGS4 inhibitors, primary screen, cell-based, HEK293 M3R inducible RGS4, calcium flux; Regulator of G-protein signaling 4 (Homo sapiens), P49798; Fluo-4 calcium flux; stronger effect = higher value; triggered by carbachol at its EC20; B-score at 10 µM; 0.45% of 310,000 active; AID 463165, 2010;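 active = B-score, a plate-corrected calcium signal, over three deviations above library mean, with baseline fluorescence within five deviations of library mean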;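 note: RGS4 expression induced by doxycycline in cells with stable M3 receptor; B-score is computed from the integrated fluorescence ratio over baseline after carbachol; higher B-score means a larger calcium signal and so more RGS4 inhibition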
# Target sequence (P49798 whole entry, looked up): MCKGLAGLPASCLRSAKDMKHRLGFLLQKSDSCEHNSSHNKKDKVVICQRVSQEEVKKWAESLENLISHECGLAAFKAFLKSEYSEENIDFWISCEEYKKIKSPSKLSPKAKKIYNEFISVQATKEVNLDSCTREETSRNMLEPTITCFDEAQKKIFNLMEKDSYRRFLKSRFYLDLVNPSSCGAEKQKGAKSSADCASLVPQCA
# PolyA inh = polyadenylation inhibitors in yeast reporter cells, primary screen, luminescence, S. cerevisiae | S. cerevisiae SKY197-pL101 polyadenylation reporter, beta-gal luminescence; efflux-impaired pdr1/pdr3 knockout yeast; score 100 = 6 SD above DMSO | calls only at 12 µM | 0.02% of 300,000 active;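 active = lowest replicate activity score at least 50, where 100 means six control SD above control mean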;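 note: yeast exposed to compound for 9 h at 30 °C; higher score means more reporter readthrough which indicates perturbed polyadenylation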
# GSK3beta inhib = human GSK3beta kinase inhibitors, primary screen, biochemical, cell-free homogeneous, HTS; GST-GSK3beta kinase, ADP-Glo luminescence, 60 min; stronger effect = lower value; activity score (negative = inhibition), % at 10 µM; 0.038% of 300,000 active;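 active = more than half of replicate wells score below -50%, meaning over 50% inhibition versus plate controls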;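 note: 0% = median DMSO wells and -100% = median GW8510 positive control wells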
#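 Test system: GST-tagged human GSK3beta kinase, cell-free; evaluation: activity score scaled between in-plate DMSO and GW8510 controls; measured by: ADP-Glo luminescence; incubation: 60 min reaction, RT; benchmarks: DMSO and 20 µM GW8510; reagent: peptide substrate plus 25 µM ATP (final); medium: Tris/MgCl2 kinase buffer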
# Numbers without * were called inactive; i = inactive; / = not tested or not shown. Not all compounds are listed, so the mix of outcomes need not match the whole.
SMILES,KCNK3 block,GSK3 alpha inh,hERG protect,KCNQ1 pot,RGS4 pot,Dyrk1A ADPGlo,KCNQ1 block,KCNK9 inh,RGS4 block,PolyA inh,GSK3beta inhib
O=S(=O)(Nc1ccc(C(F)(F)F)cn1)c1ccccc1,i,-3,-5,i,i,2,i,i,i,i,3
c1ccc(CSCc2cn3ccccc3n2)cc1,i,0,-3,i,i,-5,i,i,i,i,2
CCCCC(=O)N(Cc1ccc(-c2ccccc2-c2nn[nH]n2)cc1)[C@H](C(=O)O)C(C)C,/,-1,-4,i,i,/,i,i,i,i,-2
O=C(Nc1nc2ccccc2s1)C1CC(=O)N(c2ccccc2)C1 (stereo not drawn),i,-5,-10,i,i,49,i,i,i,i,1
CCOc1ccc(N(CC(=O)NCc2ccc3c(c2)OCO3)C(=O)c2csnn2)cc1,i,-3,-7,i,i,8,i,i,i,i,/
CCCN(CC1CC1)c1nc(N)c(C#N)c(CC#N)c1C#N,i,-7,-7,i,i,-2,i,i,i,i,3
C(=N\n1cnnc1)/c1cccs1,i,1,-6,i,i,2,i,i,i,i,-2
S=C(NCCN1CCOCC1)Nc1ccccc1Cl,i,-2,-8,i,i,-3,i,i,i,i,-1
COc1ccc(OC)c(C(C(=O)NCc2ccco2)N(C(=O)Cn2nnc3ccccc32)C(C)C)c1 (stereo not drawn),i,-4,-10,i,i,-4,i,i,i,i,0
COc1ccc(OC)c(-c2csc(N(C)C(=O)c3ccco3)n2)c1,i,-3,-5,i,i,13,i,i,i,i,0
CNC(=O)c1cccc(NC(=O)c2ccccc2OCc2ccccc2)c1,i,-1,-8,i,i,-1,i,i,i,i,-2
Cc1cccc(C)c1NC(=O)CN(C)C(=O)c1cc([N+](=O)[O-])ccc1N1CCOCC1,i,0,-9,i,i,1,i,i,i,i,-6
Cn1cccc1CC(=O)N/N=C/C=C/c1ccccc1,i,0,-15,i,i,-6,i,i,i,i,-1
COC(=O)c1ccc(C2C(C(=O)c3cc4ccccc4o3)=C(O)C(=O)N2c2cc(C)on2)cc1 (stereo not drawn),i,-2,-8,i,i,-5,i,i,i,i,5
O=C1CC(C(=O)N2CCc3ccccc32)CN1c1ccc(F)cc1 (stereo not drawn),i,-2,-4,i,i,14,i,i,i,i,0
Nc1nnc(CCCCCc2nnc(N)s2)s1,i,-1,-6,i,i,-6,i,i,i,i,3
O=C(O)CSc1nc2ccccc2nc1Cc1ccccc1F,i,-6,3,i,i,0,i,i,i,i,2
COc1ccc2[nH]c(=O)c(CNc3cccc(C)c3)cc2c1,i,/,-10,i,i,17,i,i,i,i,2
COc1ccc(S(=O)(=O)N2CCN(C(=O)CN3C(=O)NC(C)(c4ccc5ccccc5c4)C3=O)CC2)cc1 (stereo not drawn),i,1,-17,i,i,4,i,i,i,i,0
Clc1ccccc1-c1nc2nc3ccccc3nc2n1-c1ccc2c(c1)OCO2,i,/,-10,i,i,-7,i,i,i,i,0
O=C(Nc1c2c(nn1-c1ccc(F)cc1)CS(=O)(=O)C2)c1ccc2c(c1)OCO2,i,3,-9,i,i,-1,i,i,i,i,0
CCOC(=O)C1CCCCN1C(=O)CCc1c(C)nc2ncnn2c1C (stereo not drawn),i,-3,-14,i,i,-1,i,i,i,i,0
O=C(c1cccs1)N1CCCC(c2nc(-c3ccc(F)cc3)no2)C1 (stereo not drawn),i,0,-13,i,i,3,i,i,i,i,2
CCC(=O)Nc1nc(NCc2ccccc2OC)n(-c2ccccc2)n1,i,0,-13,i,i,-4,i,i,i,i,3

# Structures above that contain a furan ring, fused or not:
SMILES,KCNK3 block,GSK3 alpha inh,hERG protect,KCNQ1 pot,RGS4 pot,Dyrk1A ADPGlo,KCNQ1 block,KCNK9 inh,RGS4 block,PolyA inh,GSK3beta inhib
COc1ccc(OC)c(C(C(=O)NCc2ccco2)N(C(=O)Cn2nnc3ccccc32)C(C)C)c1 (stereo not drawn),i,-4,-10,i,i,-4,i,i,i,i,0
COc1ccc(OC)c(-c2csc(N(C)C(=O)c3ccco3)n2)c1,i,-3,-5,i,i,13,i,i,i,i,0
COC(=O)c1ccc(C2C(C(=O)c3cc4ccccc4o3)=C(O)C(=O)N2c2cc(C)on2)cc1 (stereo not drawn),i,-2,-8,i,i,-5,i,i,i,i,5

# More records follow:
SMILES,KCNK3 block,GSK3 alpha inh,hERG protect,KCNQ1 pot,RGS4 pot,Dyrk1A ADPGlo,KCNQ1 block,KCNK9 inh,RGS4 block,PolyA inh,GSK3beta inhib
CC(C)C(C)(C#N)NC(=O)CSc1nnc(-c2ccccc2)o1 (stereo not drawn),i,/,-6,i,i,-26,i,i,i,i,1
COc1ccc(-c2cc(C(F)(F)F)nc(N3CCN(c4ccc(F)cc4)CC3)n2)cc1OC,i,/,-5,i,i,7,i,i,i,i,4
OC(CN1C2=NCCN2c2ccccc21)c1ccc(Br)cc1 (stereo not drawn),i,-1,-1,i,i,0,i,i,i,i,2
Cc1c(N=C2SCC(=O)N2/N=C/c2ccccc2)c(=O)n(-c2ccccc2)n1C,i,10,-2,i,i,-4,i,i,i,i,-4
C=CCN1C(=O)C2C(C(=O)NCc3ccccc3)C3C=CC2(O3)C1C(=O)NC(C)(C)C (stereo not drawn),i,-3,-7,i,i,3,i,i,i,i,-1
CCn1cc(S(=O)(=O)CC(=O)Nc2ccc(OC)cc2)c2ccccc21,i,-1,-11,i,i,-1,i,i,i,i,-2
CCOC(=O)C1CCN(C(=O)c2ccc(NS(=O)(=O)c3ccc(F)cc3C)cc2)CC1,i,-2,-14,i,i,-7,i,i,i,i,2
CS(=O)(=O)N1CCCC(C(=O)NCc2ccccc2Cl)C1 (stereo not drawn),i,-1,3,i,i,-2,i,i,i,i,0
COc1cccc(/C=N/NC(=S)NC2CC3CC2C2C=CCC32)c1O (stereo not drawn),i,0,-8,i,i,-15,i,i,i,i,1
CC(=O)N1c2ccccc2Sc2ccccc21,i,0,-5,i,i,/,i,i,i,i,-2
O=C(CN1CCCC1)Nc1ccc(Cl)cc1C(F)(F)F,i,-3,-18,i,i,-2,i,i,i,i,0
CCOC(=O)c1nnsc1NC(=O)Nc1ccc(OC)cc1,i,0,-6,i,i,-2,i,i,i,i,-2
Cc1cc(Oc2ccc(=O)n(C)n2)nc(Oc2ccc(=O)n(C)n2)n1,i,-1,-5,i,i,6,i,i,i,i,-2
CCn1c(SCC(=O)N2CCc3ccccc32)nnc1-c1ccncc1,i,1,-17,i,i,-5,i,i,i,i,2
Cc1ccc(CS(=O)Cc2ccc(C(=O)NCc3cccs3)o2)cc1 (stereo not drawn),i,2,-5,i,i,-6,i,i,i,i,2
Cc1nn2c(-c3ccc(Cl)cc3Cl)nnc2s1,i,2,-5,i,i,4,i,i,i,i,0
COc1ccc(/C=C2\CN(Cc3ccccc3)C/C(=C\c3ccc(OC)cc3OC)C2=O)c(OC)c1,i,-2,-22,i,i,-4,i,i,i,i,-2
COc1cccc(CC2(CO)CCN(Cc3ccc(NC(C)=O)cc3)CC2)c1,i,0,-12,i,i,-2,i,i,i,i,0
O=C(Cn1cc(/C=N/NC(=O)c2cccc3ccccc23)c2ccccc21)Nc1ccc(F)cc1,i,-2,-23,i,i,-2,i,i,i,i,2
Cc1ccccc1OCCC(=O)Nc1c(C)n(C)n(-c2ccccc2)c1=O,i,-3,-3,i,i,8,i,i,i,i,4
CC(C)c1nnc(SCC(=O)N2CCc3ccccc32)n1C,i,-1,-16,i,i,-1,i,i,i,i,-4
O=C(CCNC(=O)c1ccc([N+](=O)[O-])cc1)NCCc1ccc(Cl)cc1,i,1,-5,i,i,1,i,i,i,i,1
CC(Cc1ccccc1)C(=O)N(C)Cc1cccnc1 (stereo not drawn),i,-2,-4,i,i,4,i,i,i,i,-6
O=c1[nH]c2cc3c(cc2cc1CN(CCO)S(=O)(=O)c1ccccc1)OCCO3,i,2,-8,i,i,3,i,i,i,i,-2
c1cncc(-c2nc(N3CCOCC3)c3ccccc3n2)c1,i,16,3,i,i,23,i,i,i,i,-3
CN(C)c1nn(C(=O)Nc2ccc(Cl)cc2Cl)cc1-c1ccccc1,i,5,-6,i,i,0,i,i,i,i,2
CC(C)(C)NC(=O)CN(C(=O)CNC(=O)c1cccs1)c1ccc2c(c1)OCCO2,i,3,-9,i,i,-7,i,i,i,i,1
Cc1nc(SCc2ccccc2)[nH]c(=O)c1CC(=O)OCC(C)C,i,-3,-1,i,i,1,i,i,i,i,-1
Cc1ccc(NC(=O)CNc2cccc(S(=O)(=O)N3CCOCC3)c2)cc1F,i,0,-17,i,i,6,i,i,i,i,2
COc1cc(NC(=O)CSc2nc3cc(C)ccc3cc2C)c(C(=O)O)cc1OC,i,-4,-13,i,i,2,i,i,i,i,8
COc1ccc(Cl)cc1NC(=O)CN1CCc2ccccc21,i,-2,-7,i,i,-6,i,i,i,i,-2
COc1ccc(CCN(C)C(=O)CCNC(=O)c2ccc(Br)cc2)cc1OC,i,-3,-5,i,i,-16,i,i,i,i,4
Cc1ccc(OCC(=O)NNC(=O)CSc2ncnc3sc(C)c(C)c23)cc1,i,4,-13,i,i,16,i,i,i,i,4
Cc1ccc(C)c(NC(=S)NCCCN2CCOCC2)c1,i,1,-8,i,i,/,i,i,i,i,-1
O=C(/C=C/c1ccco1)NC(=S)Nc1ccccc1O,i,3,-5,i,i,-2,i,i,i,i,0
Cc1ccc(S(=O)(=O)N(C)CC(=O)O/N=C(\N)c2ccccn2)cc1,i,-3,-1,i,i,-2,i,i,i,i,5
